TRPC4 agonist = TRPC4 (mouse) channel activation. Q9QUQ5. HEK293 TRPC4beta/mu-opioid, Fluo4 calcium fluorescence; active compounds read high. B-score at 10 µM. 310,000 compounds, 0.49% hits. AID 2237;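 active = B-score above 5 SD of library B-scores, and initial fluorescence ratio not above library mean plus 5 SD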;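 note: positive B-score marks a calcium rise read as TRPC4 activation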
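Technique: kinetic Fluo4 calcium fluorescence; Test system: TRPC4beta and mu-opioid receptor HEK293 stable cells; Measure: B-scored integrated calcium fluorescence ratio; Benchmarks: low control buffer alone, high control maximal DAMGO; Schedule: 45 min room-temperature Fluo4 loading, 110 s read.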
TRPC4 potent = TRPC4 (mouse) allosteric potentiation; Q9QUQ5; HEK293 TRPC4beta/mu-opioid, DAMGO EC20, Fluo-4 Ca2+ flux; active compounds read high; B-score at 10 µM; 310,000 compounds, 0.42% hits;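 active = B-score of calcium response area above 5 SD of library B-scores, with initial fluorescence ratio within 5 SD of library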;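 note: B-score of integrated fluorescence ratio over time as area under calcium response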
Dyrk1A ADPGlo = blocks rat Dyrk1A kinase activity | inhibition, % at 12.5 µM | 310,000 compounds, 0.43% hits | ADP-Glo luminescence, NFATc1 peptide | Q63470; in the data active = inhibition above about 50%;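 note: plate controls were vehicle with enzyme for no effect and no enzyme for full effect; many of its hits are not listed in these tables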
KCNQ1 act = human KCNQ1 channel potentiation or activation. CHO-K1 KCNQ1, thallium flux FluxOR fluorescence; active compounds read high. 310,000 compounds, 0.35% hits. P51787. B-score at 10 µM;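 active = fluorescence ratio B-score, a plate-corrected score, at least three library SD, with initial intensity B-score within 5 SD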
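assay system = CHO-K1 cells stably expressing KCNQ1 | medium = assay buffer, equal DMSO in all wells | timing = 37 °C overnight plating, 90-min dark dye load, 20-min compound pretreatment | measured by = kinetic FluxOR thallium fluorescence, 10-s 1-Hz baseline, 110-s post-stimulus read | measure = fluorescence change relative to baseline, converted to B score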
TMEM16A act = mouse TMEM16A channel activation, primary screen; 340,000 compounds, 0.3% hits; B-score at 10 µM; HEK293 TMEM16A/YFP-H148Q/I152L, iodide quench fluorescence; active compounds read low; Q8BHY3;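 active = fluorescence-ratio B-score plate-corrected deviation score at least 3 library SD below zero, with starting fluorescence score within 5 deviations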;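 note: channel opened by trigger with iodide after compound preincubation; score built on the fluorescence ratio of max minus min over baseline; more negative score means more quench and so TMEM16A activation or potentiation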
hERG protect = compounds protecting human hERG from proarrhythmic drug block; Q12809; CHO-hERG, FluxOR thallium flux, dofetilide IC70 present; activation (rescue from dofetilide block), less the hit threshold, % at 10 µM; 310,000 compounds, 0.51% hits; AID 1511;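 active = activation above the mean of controls blocked by dofetilide plus 5 SD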;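 note: thallium influx through hERG after potassium depolarization seen as dye fluorescence rise; in these data hits start at about 4.7%; inactives centre near -7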
HDAC3 inh = blocks human histone deacetylase 3; O15379; recombinant HDAC3, fluorogenic peptide/trypsin coupled, fluorescence; inhibition, % at 8.3 µM; 320,000 compounds, 0.15% hits; in the data active = inhibition above about 26%, passing the limit was not always enough
Target sequence (O15379 whole entry, looked up): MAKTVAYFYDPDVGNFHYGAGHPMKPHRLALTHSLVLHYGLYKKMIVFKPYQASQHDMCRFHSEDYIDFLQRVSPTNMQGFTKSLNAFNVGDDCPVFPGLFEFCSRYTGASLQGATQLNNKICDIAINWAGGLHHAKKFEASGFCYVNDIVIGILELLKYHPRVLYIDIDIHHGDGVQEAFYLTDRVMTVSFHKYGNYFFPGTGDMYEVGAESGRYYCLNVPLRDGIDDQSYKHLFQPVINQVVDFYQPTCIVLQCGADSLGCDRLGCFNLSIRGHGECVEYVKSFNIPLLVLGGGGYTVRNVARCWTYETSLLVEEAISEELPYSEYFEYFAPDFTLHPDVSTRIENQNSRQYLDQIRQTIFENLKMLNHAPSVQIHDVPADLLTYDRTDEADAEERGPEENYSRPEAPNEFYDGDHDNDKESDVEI
TMEM16A inh = blocks the mouse calcium-activated chloride channel TMEM16A | normalized B-score (activity score, 25-100; higher = stronger inhibition) at 10 µM | AID 588511 | 310,000 compounds, 1.2% hits | HEK293 TMEM16A/YFP iodide influx fluorescence, ionomycin | Q8BHY3;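 active = ratio plate-corrected score three or more library SD toward inhibition, starting fluorescence score within five deviations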;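 note: score derived from kinetic fluorescence span divided by baseline fluorescence per well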
KCNK9 inh = inhibitors of human KCNK9 two-pore domain potassium channel | Q9NPC2 | HEK293 KCNK9, FluxOR thallium flux fluorescence; active compounds read low | B-score at 10 µM | 310,000 compounds, 1.2% hits | AID 488922;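 active = ratio B-score over 3 SD below the library mean, with starting fluorescence within 5 SD of its mean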;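 note: negative B-score means less thallium flux so channel inhibition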
KCNK3 block = human KCNK3 channel inhibition, primary screen | AID 602410 | 340,000 compounds, 0.84% hits | O14649 | B-score at 10 µM | CHO-KCNK3 thallium flux, FluxOR fluorescence; active compounds read low;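 active = B-score under library mean minus 4 SD, starting fluorescence ratio at most library mean plus 5 SD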;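 note: more negative B-score means stronger inhibition of thallium flux through KCNK3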
Target sequence (O14649 whole entry, looked up): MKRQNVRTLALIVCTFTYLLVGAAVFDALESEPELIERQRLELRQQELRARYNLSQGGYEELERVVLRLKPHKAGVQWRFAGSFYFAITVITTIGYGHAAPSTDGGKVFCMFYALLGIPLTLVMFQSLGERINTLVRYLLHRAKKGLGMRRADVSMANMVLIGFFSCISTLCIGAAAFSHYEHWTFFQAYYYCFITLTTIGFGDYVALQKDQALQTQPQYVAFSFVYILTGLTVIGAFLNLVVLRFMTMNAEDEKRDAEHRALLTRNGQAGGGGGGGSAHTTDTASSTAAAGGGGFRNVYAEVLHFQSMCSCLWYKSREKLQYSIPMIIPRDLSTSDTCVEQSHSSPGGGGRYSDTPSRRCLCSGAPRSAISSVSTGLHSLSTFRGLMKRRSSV
KCNQ1 block = inhibitors of human KCNQ1 potassium channel. P51787. CHO-K1 KCNQ1, FluxOR thallium flux fluorescence; active compounds read high. B-score at 10 µM. 310,000 compounds, 1.3% hits. AID 2642;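 active = compounds whose thallium flux B-score, printed positive for inhibition, exceeds three library SD while starting fluorescence stays within three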;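 note: channel opened by potassium depolarization with thallium stimulus after 20 min compound exposure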
* marks the source's active call; other numbers are inactive results; i = inactive; x = not tested or not shown.

SMILES	TRPC4 agonist	TRPC4 potent	Dyrk1A ADPGlo	KCNQ1 act	TMEM16A act	hERG protect	HDAC3 inh	TMEM16A inh	KCNK9 inh	KCNK3 block	KCNQ1 block
Cc1ccc(S(=O)(=O)N2CCN=C2SC(C)c2ccccc2)cc1 (stereo not drawn)	i	i	2	i	i	-2	7	i	i	i	i
CCOc1ccccc1OCC(=O)NNC(=O)Cn1cnc2c1c(=O)n(C)c(=O)n2C	i	i	-5	i	i	-9	-2	i	i	i	i
CNc1nc2c(-c3ccc(Cl)cc3)nnn2c2ccccc12	i	i	-7	i	i	-4	-2	i	i	i	i
CC(=O)OCC(=O)Nc1c(C)cc(C)cc1C	i	i	2	i	i	-13	-3	i	i	i	i
O=C(CNS(=O)(=O)c1ccc(F)cc1)N1CCN(c2ccc(F)cc2)CC1	i	i	0	i	i	-10	2	i	i	i	i
Cc1c(Cl)cccc1NC(=S)N1CCc2ccccc2C1	i	i	19	i	i	-24	3	i	i	i	i
COc1cc(CNC(C)(C)CO)cc(Br)c1OCc1ccc(Cl)cc1Cl	i	i	5	i	i	-27	1	i	-6.6*	i	i
COc1ccc(OCC(=O)O/N=C(\N)c2ccc(OC)cc2)cc1	i	i	13	i	i	-9	4	i	i	i	i
CCOc1ccccc1-n1c(CNc2ccc(F)cc2)nnc1SCC(=O)NCc1ccco1	i	i	0	i	i	-5	3	i	i	i	i
COc1ccc(/C=N/NC(=O)CCOc2ccccc2C)cc1OC	i	i	-11	i	i	-10	-7	i	i	i	i
COc1ccc([C@H]2/C=C\CN(C(=O)c3ccc(C)cc3)[C@@H](C)C(=O)N2Cc2ccc(F)cc2)cc1	i	i	7	i	i	-9	17	i	i	i	i
COc1cc(NC(=O)Nc2cccc3cccnc23)cc(OC)c1OC	i	i	x	i	i	-1	1	i	i	i	i
CN(C)CCCNc1nc2sc3c(c2c(=O)n1CCc1ccccc1)CCCCC3	i	i	-1	i	i	-14	0	i	i	i	i
CCCCc1c(C)nc2c(OC)cccc2c1SCCC(=O)O	i	i	2	i	i	-3	-14	i	i	i	i
CC12CCC(C(=O)N(CC(O)CN3CCN(Cc4ccccc4)CC3)C1=O)C2(C)C (stereo not drawn)	i	i	x	i	i	-7	0	i	i	i	i
Cc1nc(Cc2nnc(SCC(=O)Nc3c(C)cccc3C)o2)cs1	i	i	14	i	i	-13	-9	i	i	i	i
Cc1ccc(C)c(Oc2coc3cc(OCC(=O)Nc4ccccc4C(C)C)ccc3c2=O)c1	i	i	x	i	x	-16	14	i	i	x	i
Cc1ccc(NC(=O)c2ccc(CSc3nnc(C)s3)cc2)cc1	i	i	6	i	i	-6	0	i	i	i	i
COc1cc(-c2nnc(-c3ccncc3)o2)ccc1OCc1ccccc1	i	i	-2	i	i	-19	0	i	i	i	i
O=C(Nc1ccccc1)NC1(C(=O)NCc2ccc3c(c2)OCO3)CCCCC1	i	i	2	i	x	-12	-3	i	i	i	i
CCN(CC)CCOc1ccc2c(c1)C(=NNC(=O)c1ccccn1)c1cc(OCCN(CC)CC)ccc1-2	i	i	-1	i	i	-2	10	i	i	i	i
CN1CCN(C(=S)Nc2cccc(Cl)c2)CC1	i	i	-4	i	i	-8	-6	i	i	i	i
CCOc1ccccc1NC(=O)CSCC(=O)Nc1ccccc1	i	i	-1	i	i	-8	-7	i	i	i	i
CCCc1cc(=O)oc2c(CN(CC)CC)c(O)c(Cl)cc12	i	i	1	i	i	-13	i	i	i	i	i
Cc1ccc(C)c(N2CCN(C(=O)CCCn3c(=O)c4cccn4c4cccnc43)CC2)c1	i	i	3	i	i	-10	-2	i	i	i	i
Cc1cc(NC(=O)c2cnn3c(C(F)F)cc(C4CC4)nc23)no1	i	i	0	i	i	-15	7	i	i	i	i
CC(C)c1ccc(OCC(=O)N2CCCCCC2)c(Br)c1	i	i	-3	i	i	-10	4	i	i	i	i
CCCCNC(=O)CCn1c(=O)c2ccccc2n(CC(=O)NCCc2ccc(OC)c(OC)c2)c1=O	i	i	13	i	i	-10	x	i	i	i	i
CCn1c(/C=C/c2ccc(O)cc2)nc2ccccc2c1=O	i	i	9	i	i	-8	-4	i	i	i	i
CCN(CC)C(=O)CC(c1cc(OC)c(OC)c(OC)c1)c1c(OC)cc(OC)c2c(-c3ccccc3)cc(=O)oc12 (stereo not drawn)	i	i	5	i	i	-9	1	i	i	i	i
Cc1ccccc1C(=O)NC(=S)Nc1ccc(N2CCOCC2)cc1	i	i	3	i	i	-16	4	i	i	i	i
Cc1nc2ccccn2c1-c1ccnc(=S)[nH]1	i	i	13	i	i	-6	4	i	i	i	i
COc1cccc(C(=O)NC(=S)Nc2ccc3c4c(cccc24)CC3)c1	i	i	-6	i	i	-6	-3	i	i	i	i
CCOc1ccc2nc(-c3ccccc3)[nH]c2c1	i	i	11	i	i	-8	-109	i	i	i	i
Cc1ccc(CN2C(=O)CCC2C(=O)NCCN2CCOCC2)cc1 (stereo not drawn)	i	i	3	i	i	-2	3	i	i	i	i
COC(=O)c1c[nH]n2c(=O)cc(C)nc12	i	i	7	i	i	-7	-1	i	i	i	i
CCc1sc(NS(C)(=O)=O)nc1-c1ccccc1	i	i	1	i	i	-5	-4	i	i	i	i
Cc1nc2ccccc2c(=O)n1/N=C/c1cc(Br)ccc1O	i	i	-7	i	i	-6	3	i	i	i	i
COc1cc(Br)c(Br)c(Br)c1N	i	i	5	i	i	-7	-1	i	i	i	i
CC1CCN(C(=O)C2CCCN(c3ncnc4c3nc3n4CCCCC3)C2)CC1 (stereo not drawn)	i	i	-4	i	i	-8	3	i	i	i	i
O=C(NCC1CCCO1)c1cccc(NS(=O)(=O)c2ccccc2)c1 (stereo not drawn)	i	i	-7	i	i	-12	-4	i	i	i	i
N#Cc1ccccc1NC(=S)Nc1ccc(F)cc1	i	i	2	i	i	-6	0	i	i	i	i
NS(=O)(=O)c1ccc(NC(=O)COC(=O)c2cn(-c3ccccc3)nc2-c2ccc(F)cc2)cc1	i	i	-5	i	i	-8	-10	i	i	i	i
Cc1cccc(CNC(=O)C2CCC(=O)N(C3CCCCCC3)C2)c1 (stereo not drawn)	i	i	-16	i	i	-9	-5	i	i	i	i
COc1ccccc1C(=O)NC(=S)Nc1ccc(NC(=O)c2ccco2)cc1	i	i	12	i	i	-1	-8	i	i	i	i
C=CCN1C(=O)C(CC(=O)O)SC1=Nc1ccc(N=Nc2ccccc2)cc1 (stereo not drawn)	i	i	4	i	i	-12	12	i	i	i	i
COC(=O)/C(N=Nc1c(C)n(C)n(-c2ccccc2)c1=O)=C(\C)O	i	i	x	i	i	-5	2	i	i	i	i
CCOC(=O)[C@H]1[C@H]2COc3ccc(C)cc3[C@@H]2N2C(=O)c3ccc(C)cc3NC(=O)[C@@]12C	x	x	7	x	i	x	0	i	x	i	x
Cc1cc(C)cc(C(=O)NC(=S)Nc2ccc(-c3cc4ccccc4oc3=O)cc2)c1	i	i	-8	i	i	-4	-2	i	i	i	i
O=C(NCCN1CCOCC1)c1ccccc1-c1ccccc1	i	i	-6	i	i	-10	3	i	i	i	i
COCCNC(=O)c1ccccc1NC(=O)CN(c1ccc2c(c1)OCO2)S(C)(=O)=O	i	i	2	i	i	-16	2	i	i	i	i
O=C(Cn1[nH]c(=O)c2ccccc2c1=O)OCC(=O)N1CCc2ccccc2C1	i	i	15	i	i	-13	15	i	i	i	i
Cc1ccc(CNC(=O)Cn2cnc(S(=O)(=O)N3CCC(C)CC3)c2)o1	i	i	-4	i	i	-4	2	i	i	i	i
CCCCCCC[N+](CC)(CC)CCCCc1ccc(Cl)cc1	x	x	5	x	i	x	2	i	x	i	x
COc1ccccc1CCC(=O)N(C)C1CCCN(Cc2ccccc2F)C1 (stereo not drawn)	i	i	-3	i	i	-9	-3	i	i	i	i
CCCCCN(C(=O)CCC(=O)OCC(=O)Nc1cccc(SC)c1)c1c(N)n(CCCC)c(=O)[nH]c1=O	i	i	1	i	i	-14	-7	i	i	i	i
COc1ccc(CC/C(=N\O)C2(O)CCCCC2)cc1	i	i	10	i	i	-6	0	i	i	i	i

Only part of the results is shown (hit frequency here may not be typical).
